SRC2 inh: inhibits human steroid receptor coactivator 2; Q15596; HEK293 GAL4-SRC2 luciferase reporter, luminescence; inhibition, % at 9 µM; 370,000 compounds, 0.17% hits;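 active = inhibition above the mean inhibition of all tested compounds plus 3 SD, set per campaign, cut at about 52% in these data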;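 note: 0% = DMSO treated cells and 100% = cells given Gossypol at 36 µM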
NR5A2 inv ag: suppresses constitutive activity of human LRH-1. O00482. HEK293T StAR-luciferase reporter, LRH-1 transfected, 24 h. inhibition, % at 3.6 µM. 360,000 compounds, 0.13% hits. AID 602396;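 active = inhibition above the mean inhibition of all tested compounds plus 3 SD, cut at about 73% in these data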;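 note: 0% = DMSO wells and 100% = reporter-only cells lacking LRH-1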
Target sequence (O00482 whole entry, looked up): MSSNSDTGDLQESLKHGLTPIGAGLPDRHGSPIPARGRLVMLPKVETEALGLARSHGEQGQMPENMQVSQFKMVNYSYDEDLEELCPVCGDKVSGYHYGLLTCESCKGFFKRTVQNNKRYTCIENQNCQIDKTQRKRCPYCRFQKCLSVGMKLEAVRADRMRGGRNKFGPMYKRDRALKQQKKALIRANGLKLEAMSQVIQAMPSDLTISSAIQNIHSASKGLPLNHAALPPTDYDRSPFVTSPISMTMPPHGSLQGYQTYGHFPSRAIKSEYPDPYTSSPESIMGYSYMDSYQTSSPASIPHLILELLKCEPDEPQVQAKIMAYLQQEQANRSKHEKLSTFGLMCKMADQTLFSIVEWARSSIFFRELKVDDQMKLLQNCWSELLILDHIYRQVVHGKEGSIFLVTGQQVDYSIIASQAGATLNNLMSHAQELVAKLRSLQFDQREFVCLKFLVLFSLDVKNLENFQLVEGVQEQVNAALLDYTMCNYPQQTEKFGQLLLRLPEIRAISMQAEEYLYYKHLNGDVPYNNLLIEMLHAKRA
C8 TRAIL sens: sensitizes caspase-8 expressing cells to TRAIL; NB7+C8 cells + TRAIL, ATPlite viability luminescence; inhibition (viability loss, TRAIL sensitization), % at 10 µM; 360,000 compounds, 1% hits; AID 624354;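 active = compounds causing at least 50% loss of cell viability in the single-dose screen, relative to plate controls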
NCOA3 inh: inhibits human SRC3 coactivator | Q9Y6Q9 | HEK293 GAL4-SRC3 luciferase reporter, luminescence | inhibition, % at 3.6 µM | 360,000 compounds, 0.17% hits | AID 588352;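 active = inhibition above a per-campaign cutoff, the mean of all compounds plus 3 SD, cut at about 60% in these data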;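 note: 0% = DMSO-treated cells and 100% = gossypol-treated cells at 36 µM; higher means less SRC3-driven luciferase light from the GAL4 reporter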
KKLEB tox: counter-screen for CF NF-kB inhibitors: cytotoxicity. KKLEB CF airway cells viability, ATPlite luminescence, overnight; stronger effect = lower value; cells stimulated with P. aeruginosa culture filtrate. AID 602141. activity change (cytotoxicity), % at 5 µM. 360,000 compounds, 0.36% hits;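 active = corrected activity change at or below -50% at 5 µM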
TROY signal inh: inhibitors of TROY-dependent NF-kB signaling; AID 1347056; inhibition, % at 10 µM; Q293 LMP1-TROYcd NF-kB luciferase reporter, 4 h; 360,000 compounds, 0.98% hits;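 active = compounds whose plate-normalised and pattern-corrected inhibition of the luciferase reporter signal at the single screening dose is 50% or more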
COUP-TFII inh: NR2F2 (human) inhibition, primary screen; inhibition, % at 8.6 µM; 370,000 compounds, 0.7% hits; HEK293T NGFI-A luciferase reporter, luminescence;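 active = inhibition above a per-plate cutoff, mean inhibition of test wells between control levels plus 3 SD, cut at about 38% in these data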;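 note: cells cotransfected with COUP-TFII expression vector driving the NGFI-A reporter; 0% = median of COUP-TF2 test wells and 100% = reporter-only cells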
Target sequence (P24468 whole entry, looked up): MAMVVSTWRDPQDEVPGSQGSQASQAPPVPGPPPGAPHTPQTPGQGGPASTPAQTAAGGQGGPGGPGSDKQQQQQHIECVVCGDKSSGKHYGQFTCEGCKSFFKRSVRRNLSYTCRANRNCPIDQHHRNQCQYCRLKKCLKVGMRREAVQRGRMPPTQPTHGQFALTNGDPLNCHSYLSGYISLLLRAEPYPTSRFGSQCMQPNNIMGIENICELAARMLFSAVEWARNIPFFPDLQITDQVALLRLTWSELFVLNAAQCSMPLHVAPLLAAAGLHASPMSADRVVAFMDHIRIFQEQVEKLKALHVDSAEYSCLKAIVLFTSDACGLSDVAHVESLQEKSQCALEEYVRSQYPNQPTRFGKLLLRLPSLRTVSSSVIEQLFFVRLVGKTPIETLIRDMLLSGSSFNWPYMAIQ
TWEAK Fn14 block: inhibitors of TWEAK-Fn14 interaction signaling. TWEAK-stimulated Fn14 reporter cells, luciferase luminescence, 8 h. inhibition, % at 10 µM. 360,000 compounds, 2% hits. AID 1159606; in the data active = inhibition above about 50%
CF NFkB block: blocks PAF-induced NF-kB reporter in cystic fibrosis cells. KKLEB NF-kB-GFP reporter, GFP fluorescence overnight. inhibition, % at 5 µM. 360,000 compounds, 0.86% hits;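 active = at least 50% inhibition at 5 µM, scaled per plate between neutral and stimulator controls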;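 note: PAF is a Pseudomonas aeruginosa culture filtrate used as stimulus; plate controls were PAF-stimulated DMSO wells for no effect and unstimulated DMSO wells for full effect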
LMP1 NFkB inh: Epstein-Barr LMP1 NF-kappaB reporter inhibition; LMP1-induced NF-kappaB luciferase reporter cells, luminescence; inhibition, % at 12.5 µM; 350,000 compounds, 0.69% hits; AID 504558; in the data active = inhibition above about 41%;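 note: 0% = neutral control wells and 100% = reference inhibitor control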
NCOA1 inh: inhibits human SRC1 coactivator; HEK293 GAL4-SRC1 luciferase reporter, luminescence; inhibition, % at 3.6 µM; 360,000 compounds, 0.12% hits;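 active = inhibition above the campaign mean plus 3 SD, with each screening campaign given its own cutoff, cut at about 60% in these data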;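 note: 0% = DMSO treated cells and 100% = gossypol at 36 µM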
The depositor's hits bear a star; . = no result given.

SMILES	SRC2 inh	NR5A2 inv ag	C8 TRAIL sens	NCOA3 inh	KKLEB tox	TROY signal inh	COUP-TFII inh	TWEAK Fn14 block	CF NFkB block	LMP1 NFkB inh	NCOA1 inh
O=C(Nc1ccc(C2CCCCC2)cc1)C1CCCN(c2ncccn2)C1 (centres undefined)	-14.6	13.6	1.9	7.2	-5.4	0.5	-4.1	-18.8	-1.3	-8.3	-17.5
COc1cc(OC)cc(C(=O)N2CCN(Cc3ccc4c(c3)OCO4)CC2)c1	5.9	-3.5	21.8	6.0	-31.1	-16.1	-9.1	-0.1	11.8	-1.8	9.1
Cc1ccc(S(=O)(=O)N(Cc2cc3cccc(C)c3[nH]c2=O)c2ccccc2)cc1	1.6	1.8	-24.1	-3.6	-12.4	-65.0	8.1	10.1	14.4	-11.2	-11.1
Cc1ccc(S(=O)(=O)N/N=C/C(C)(C)CO)cc1	-15.5	-7.2	-8.9	-7.9	-1.3	-9.1	-12.9	-19.4	5.4	7.3	0.9
O=C(N[C@@H](Cc1ccccc1)C(=O)OCc1ccccc1)c1ccco1	-6.3	-2.5	-2.0	10.2	1.6	5.0	12.1	-3.5	6.7	5.8	-2.7
COc1ccc(NC(=O)c2c([N+](=O)[O-])c(C(C)(C)C)nn2C)cc1	11.7	0.5	-4.6	2.6	2.2	-0.6	1.4	-3.1	6.0	-10.1	16.9
CN(c1cccc(NC(=O)CSc2ccc(Cl)cc2)c1)S(C)(=O)=O	19.2	8.6	15.7	20.7	7.1	-0.4	7.2	18.9	8.6	9.9	8.3
C[C@]12CC[C@H](OC(=O)CCC(=O)O)CC1=CCC1C2CC[C@@]2(C)C1CC[C@@H]2N (some centres undefined)	-0.2	-7.3	-29.4	-4.0	17.1	6.5	-0.5	-1.6	-11.9	-4.3	9.8
CNc1nc2c(c(=O)n(C)c(=O)n2C)n1Cc1ccccc1	10.4	40.5	9.8	31.4	2.8	10.7	41.3*	9.2	-22.7	13.1	21.9
COc1ccc(C)cc1S(=O)(=O)N(C)CC(=O)N1CCC(C)CC1	3.5	-3.8	-6.6	-0.6	2.5	20.6	8.0	-2.6	5.6	-14.4	-14.3
Cc1ccc(N2C(=O)CC(NNc3nc4ccccc4s3)C2=O)cc1 (centres undefined)	4.9	6.3	1.4	8.9	-7.6	-0.4	1.7	-2.6	13.9	-5.6	4.1
NNC(=O)c1cc2cc(Oc3ccccc3)ccc2[nH]1	3.4	-2.2	-0.4	-1.1	-6.5	-1.6	18.5	-26.6	12.5	7.7	-3.9
O=C(COc1ccc(F)cc1)Nc1ccc2c(c1)OCCO2	-40.3	-73.6	27.4	-57.0	3.7	-58.1	-28.0	-12.8	-10.3	-34.9	-105.2
CC(=O)Nc1cncc(-c2cccc(C(=O)NC3CC3)c2)n1	-16.8	-14.6	11.9	-3.2	2.1	-3.3	16.1	-7.8	-7.7	.	3.0
CCOc1ccccc1N=Nc1c(C)[nH]n(-c2ccccc2)c1=O	.	16.1	1.2	4.9	-2.2	-2.2	.	-10.8	9.1	9.8	5.7
CC(C)(C)OC(=O)NCCCCCNC(=O)c1nc[nH]c1C(=O)NCC(=O)OCc1ccccc1	1.7	-2.9	20.6	14.9	-6.1	27.5	16.5	22.1	73.9*	10.0	6.0
CCOC(=O)N1CCN(C(=O)C2CC(c3cc(OC)ccc3OC)=NO2)CC1 (centres undefined)	-21.7	-13.6	-23.8	-12.9	1.5	-1.0	14.2	-6.2	-4.2	-39.3	-18.5
CN(C)CC1CCC/C(=C\c2ccc(OC(=O)/C=C/c3ccccc3)cc2)C1=O (centres undefined)	-5.9	-10.4	22.4	-5.2	-1.1	3.1	15.0	-9.9	-5.4	-12.5	-3.7
COc1ccc(OCC(=O)NC(=S)NNC(=O)COc2ccc(Br)cc2Cl)cc1	-17.1	-4.5	-7.8	-10.8	10.3	2.0	-13.7	-0.8	-24.2	-1.0	-26.2
Cc1ccccc1CSc1nnc(-c2ccncc2)o1	5.2	-28.9	-0.4	2.2	-12.0	-12.3	-11.2	-24.3	5.1	-18.0	-4.9
Cc1cc(-c2onc(C)c2C(=O)Nc2ccc(C(F)(F)F)cc2)no1	-32.8	-0.5	9.0	5.9	8.3	-3.6	8.5	-3.5	-13.5	0.7	4.7
CC(C)CCNC(=O)NC(=O)COC(=O)CCN=C1NS(=O)(=O)c2ccccc21	-14.1	5.9	3.9	9.5	8.8	17.2	10.4	12.0	5.0	9.7	5.2
C=CCNC(=S)Nc1ccc(Cl)cc1F	-11.7	1.9	0.0	5.4	3.3	-8.1	5.5	-3.8	-19.2	-3.0	1.0
COc1ccc(-c2cc3c(=O)n(CC(=O)NCc4ccc(C)cc4)ncn3n2)cc1	-29.1	-9.8	18.2	-24.2	-14.6	-22.0	-14.5	-12.7	54.5*	-50.6	-11.2
Cc1c(Br)c(O)c(Br)c(O)c1/C=N/n1c(-c2ccccc2)n[nH]c1=S	.	13.9	36.9	-7.7	-3.5	5.1	.	1.7	13.2	8.1	10.6
O=C1CN(C(=O)COc2ccc([N+](=O)[O-])cc2Cl)c2ccccc2N1	-17.8	20.1	-3.9	-23.2	-3.9	-51.9	-3.4	-19.8	11.1	-8.3	-21.1
Oc1ccc(C(c2nnnn2C2CCCC2)N2CCc3ccccc3C2)cc1 (centres undefined)	-21.8	13.2	-9.0	-18.2	-3.9	-8.5	3.5	2.0	7.6	-3.8	-17.9
Cc1cccc(N(CC(=O)Nc2ccc(CC#N)cc2)S(C)(=O)=O)c1	-28.1	-18.6	-9.6	13.5	-1.4	9.6	10.2	-1.7	-0.7	2.6	-26.5
Cc1ccc(S(=O)(=O)Nc2cc3c(cc2C#N)OCO3)cc1C(N)=O	0.4	-8.7	-6.0	14.8	-0.5	2.3	11.9	28.9	7.2	-6.2	-33.3
Cc1cc2cc(CNC(=O)Nc3ccccc3)ccc2n1C	-7.4	-46.2	-4.5	-34.8	15.5	8.5	2.1	-9.9	-12.4	-20.5	-32.8
CC(=O)N1CCN(C(=O)COc2ccc(N(C)S(=O)(=O)c3cccs3)cc2)CC1	-12.5	8.3	-0.2	16.8	0.9	11.3	-3.1	-2.5	14.5	-9.6	-7.8
NC(=O)c1ccsc1NC(=O)COC(=O)c1ccc(Cl)nc1	7.0	4.0	1.0	-2.5	-8.3	-16.6	6.1	28.5	4.3	-2.3	5.9
CNC(C)c1ccc(S(N)(=O)=O)cc1 (centres undefined)	-6.5	10.4	-7.8	-11.0	7.7	1.6	-1.3	4.6	1.6	-2.2	2.0
CCCCOCCCNC(=O)c1ccc(NC(C)=O)cc1	15.2	9.6	-6.7	-0.8	0.9	0.3	2.0	8.3	7.9	0.9	-26.9
CC(C)N(C)S(=O)(=O)c1ccc(NC(=O)CSC(=S)N2CCCC2)cc1	4.2	1.8	-17.5	1.4	0.6	-7.0	-16.8	-0.1	-1.6	9.0	17.0
O=C(NCc1ccc(F)cc1)C1CCN(C(=O)NCc2ccccc2)CC1	-4.8	1.3	-9.4	9.8	5.0	-18.0	4.5	8.2	-1.9	0.2	-15.8
O=C(NNc1cccc(Cl)n1)c1ccc(Cl)cc1Cl	-65.9	-51.4	-6.1	-19.0	5.4	-24.6	-20.1	-20.8	6.9	-22.5	-40.7
Cn1c(O)c(N=NC(=O)CNC(=O)c2cccnc2)c2ccccc21	-36.9	23.3	-32.3	-1.2	1.5	-0.2	2.6	11.8	-17.3	-1.7	-1.2
CC1(C)CC(OC(=O)c2ccccc2)CC(C)(C)N1	-3.1	13.7	-7.6	8.7	9.5	1.1	-1.3	3.4	-9.0	5.1	-14.2
c1ccc(-c2nnc(N3CCOCC3)nc2-c2ccccc2)cc1	-33.7	-8.3	7.1	7.3	1.4	-15.0	8.3	3.4	0.2	-7.1	-37.9
O=C(CCCCCCCC(=O)NNC(=O)Nc1ccccc1)NNC(=O)Nc1ccccc1	-8.7	-7.7	-2.0	-0.6	-21.1	-8.6	-7.9	1.6	22.4	-2.5	1.4
Cn1c(CN2CCC(C(N)=O)CC2)c(C#N)c2ccccc21	10.3	0.5	-2.7	1.7	-4.0	0.1	7.5	-7.6	-6.1	-7.0	-11.0
Cc1ccc(C)c(N(C(=O)c2snc(C(N)=O)c2N)C(C(=O)NCC2CCCO2)c2ccc(C)o2)c1 (centres undefined)	4.9	18.5	-6.8	8.2	5.0	9.8	-0.1	13.7	3.8	-7.7	12.6
CCC(=O)Nc1nnc(-c2ccco2)o1	-20.4	-12.3	10.7	3.9	-3.3	-1.5	-12.0	9.9	-3.5	4.6	13.2
CCSc1nnc(NC(=O)C2CCCN(C(=O)c3ccc(Cl)cc3)C2)s1 (centres undefined)	3.8	2.3	4.6	-5.0	6.2	-6.5	-2.5	5.1	-0.8	2.7	1.4
O=C(NNC(=O)[C@@H]1CCCC[C@@H]1C(=O)O)Nc1ccccc1	-23.6	-54.5	-19.4	-19.4	11.9	-64.1	-6.3	-5.2	10.4	-1.5	-40.2
Cc1nc2c(C(=O)N3CCCCC3)cnn2c(C)c1Cc1ccccc1F	-34.7	-175.4	7.5	-50.3	-2.2	35.9	-38.5	31.0	14.7	-9.2	-74.4
O=C1N(c2ccccc2)C[C@@H]2C[C@@H](c3cc4ccccc4o3)N3CCC[C@@]123	54.1*	95.3*	29.3	87.8*	-65.7*	47.6	79.6*	84.3*	87.2*	90.1*	90.1*
O=C1[C@@H]2[C@@H]3C[C@@H]([C@H]4ON=C(c5ccc(Cl)cc5)[C@@H]34)[C@@H]2C(=O)N1c1ccc2c(c1)OCO2	4.5	0.7	-0.8	8.2	-11.1	-9.1	-2.5	16.9	12.8	4.9	4.7
CC(Sc1ncnc2c1cnn2-c1ccccc1)C(=O)NCC1CCCO1 (centres undefined)	10.3	11.1	-5.3	-8.0	2.2	-10.0	0.6	-25.2	-1.7	1.0	7.3
CC/C(=N\NC(=O)c1ccc2c(c1)OCO2)c1ccccc1	-69.7	-46.9	-13.0	-36.1	0.7	-53.9	-38.1	0.8	-2.8	-6.1	-73.8
Cc1ccccc1-c1nnc(SCC(=O)NC2CCS(=O)(=O)C2)n1C (centres undefined)	11.1	13.9	-16.1	-7.4	19.3	9.3	6.0	-11.7	2.2	-1.2	-14.3
COc1cc(-c2ccc3oc(-c4ccsc4)cc3c2)cc(OC)c1OC	-12.3	-3.5	17.5	-27.4	7.5	-8.1	3.3	-7.4	12.8	5.3	2.2
COc1ccccc1N(CC(=O)Nc1ccccc1C(F)(F)F)S(=O)(=O)c1cccs1	-14.2	8.3	5.1	11.0	2.6	-3.4	0.5	2.5	28.2	-13.5	10.8
O=C(O)CCn1c(Cc2ccccc2)nc2ccccc21	-27.0	-5.2	11.6	6.5	-0.8	-1.8	8.0	21.9	11.2	-18.3	0.0
Cc1cccc(N=Nc2c(C)nn(-c3ccccc3)c2N)c1C	-14.9	-35.6	-7.9	-68.8	2.5	-58.4	-32.9	-5.8	-10.1	-21.9	-36.5

Source: PubChem BioAssay

Compounds were not picked by outcome; about 4.2% have a hit in one of these screens.
